Compound activity deposited in PubChem by University of Kansas High Throughput Screening Laboratory.
Pf apPOL block: Pf-apPOL DNA polymerase inhibition. 210,000 tested, 0.25% active. inhibition, % at 10 µM. AID 1794808. Recombinant Pf-apPOL, molecular beacon fluorescence, 1.5 h
mHTT-CaM PPI inh: disrupts binding of mutant huntingtin to calmodulin; P42858; AlphaScreen His-mHTT/GST-CaM binding, luminescence; inhibition, % at 15 µM; 190,000 tested, 3.6% active; AID 1671202;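 note: 0% = both proteins with DMSO and 100% = one protein alone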
An asterisk follows results filed as active; . = no result given; & = joins results of further samples; ! = not active in a repeat. Cut-off read from the data, not from the text of the source: active = inhibition above about 50%; inactive = the rest. This is a random part of the collection; about 3.7% have a hit in one of these screens.

compound	Pf apPOL block	mHTT-CaM PPI inh
Cc1noc(-c2nn(C)c3c2CN(C(=O)Nc2ccc(F)cc2)CC3)n1	0	19
CCCOc1ccc(/C=c2\sc3nc(-c4cccs4)nn3c2=O)cc1OCC	-5	3
O=S(=O)(Nc1cccc(Cl)c1)c1c[nH]c2ncccc12	-3	-10
C=CCSc1nnc2c(n1)OC1(Nc3ccccc3-2)C(=O)Nc2ccc(Cl)cc21 (configuration not stated)	-43	21
CC1(C)C2CCC1(CS(=O)(=O)NCC13CC4CC(CC(C4)C1)C3)C(=O)C2 (configuration not stated)	.	-5
O=C(NC1CCCC1)c1ccnc(N2CCNC(c3ccccc3)C2)c1 (configuration not stated)	0	3
CCCCN1C(=O)C(C)(C(=O)NCc2ccc(C)o2)Oc2cccnc21 (configuration not stated)	-6	2
CCN(Cc1ccccc1)C(=O)C1CCN(c2ccc(-c3cccs3)nn2)CC1	-10	0
CC(C)NC(=O)C1CC(=O)N(c2ccc(Oc3ccccc3)cc2)C1 (configuration not stated)	2	1
COc1ccc(-c2nc3cc(C)ccn3c2NC(=O)C(C)(C)CCl)cc1	6	9
CCCCN(C)C(=O)c1ccc2ncnc(N3CCCCC3)c2c1	-10	14
N#Cc1c(C(F)(F)F)nn(-c2ccccc2)c1N	7	-4
Cc1ccc(-c2nocc2CCC(=O)NCC2CC2)cc1	-1	-7
CC1CCN(C2=NC(=O)/C(=C\c3ccc(N(C)C)cc3)S2)CC1	0	5
O=C(Cc1cccs1)Nc1ccc(S(=O)(=O)N2CCOCC2)cc1	-8	3
O=C(NCCN1CCOCC1)c1cc2cn(C3CCCC3)cc2s1	-2	18
CC(C)(C)c1ccc(OCc2nc(Nc3ccccc3Cl)cc(=O)[nH]2)cc1	-5	.
CC(=O)Nc1cccc(NC(=O)Nc2c[nH]c3ccccc23)c1	0	11
O=C(Nc1ccc([N+](=O)[O-])cc1Cl)c1ccccc1	-11	-2
Fc1ccccc1CN1CCCCCC1	-2	-2
OC(CN1CCN(c2ccccc2)CC1)c1ccc2c(c1)OCO2 (configuration not stated)	-2	1
Cn1ccnc1Sc1nc(Nc2ccccc2)nc(Nc2ccccc2)n1	-2	36
c1ccc2c(N3CCOCC3)nc(-c3ccncc3)nc2c1	1&-1	61*!
Cc1c(C(=O)Nc2ccc3c(c2)OCCO3)cccc1[N+](=O)[O-]	22	6
Cc1ccccc1C(=O)NC1CCc2[nH]c3ccc(Br)cc3c2C1 (configuration not stated)	0	100*

Complete entries, looked up by structure. Values in the order: Pf apPOL block, mHTT-CaM PPI inh
Profile of CC1CCN(C2=NC(=O)/C(=C\c3ccc(N(C)C)cc3)S2)CC1 : 0, 5
Profile of CC(C)(C)c1ccc(OCc2nc(Nc3ccccc3Cl)cc(=O)[nH]2)cc1 : -5, .

Later entries
compound	Pf apPOL block	mHTT-CaM PPI inh
O=C(NC1CC1)c1ccccc1[N+](=O)[O-]	2	-4
Cc1cccc(OCCCOc2ccc(/C=C3/C(=N)N4C=CSC4=NC3=O)cc2)c1C	-6	5
CCOc1ccc(CNC(=O)C2CCN(c3ccc(N4CCCCC4)nn3)CC2)cc1	-6	0
CC1(C)NC(=O)N(CC(O)COc2ccccc2)C1=O (configuration not stated)	-1	5
Cc1cc(C)cc(N2CC(C(=O)NC3CCN(Cc4ccccc4)CC3)CC2=O)c1 (configuration not stated)	-2	15
O=S(=O)(CS(=O)(=O)Nc1nc2ccc(Cl)cc2s1)Nc1nc2ccc(Cl)cc2s1	11	.
Cc1nnsc1C(=O)N1CCC(CNC(=O)COc2ccccc2F)CC1	-2	-10
O=C(CN(Cc1ccccc1)S(=O)(=O)c1ccc(F)cc1)Nc1cccc([N+](=O)[O-])c1	-14	37
Cc1ccc(C)c(C(C)Sc2ncccc2C(=O)O)c1 (configuration not stated)	1	.
CCOc1ccccc1N/C(SCc1ccccc1F)=C(\C#N)C(=O)NCc1cccs1	-3	7
CCN(CC)C(=O)CSc1nnc(-c2cccc(OC)c2)n1-c1ccccc1	-4	1
CC1(C)NC(=O)N(CC(O)CN(c2ccccc2)c2ccccc2)C1=O (configuration not stated)	6	0
O=C(Nc1ccc(F)cc1)C(=O)c1c(O)[nH]c2ccc([N+](=O)[O-])cc12	-21	19
COc1ccc(N2CCN3c4ccccc4CC(C(=O)NCC4CC4)C3C2)cc1 (configuration not stated)	-5	18
CCCCNC(=O)CC1N=C2c3ccccc3N=C(SCC(=O)Nc3cccc(C)c3)N2C1=O (configuration not stated)	3	30
COC(=O)c1sccc1NC(=O)N1CC2CC1CC2NC(=O)c1ccccc1 (configuration not stated)	-5	11
C=CCn1c(SCC(=O)O)nc2sc3c(c2c1=O)CCCC3	4	-6
CCOC(=O)c1c(C)n(C)c2ccccc12	-10	-33
N#CC(C(=O)Nc1ccc(Cl)c(Cl)c1)=C1Nc2ccccc2N1	-2	22
CN1c2cnc(N)nc2-c2sccc2S1(=O)=O	.	-7
O=C(c1cc2nc(-c3ccco3)cc(C(F)(F)Cl)n2n1)N1CCc2ccccc21	2	1
COc1ccc(NS(=O)(=O)c2ccc3nc(-c4ccccc4)[nH]c3c2)cc1Cl	8	8
Cc1ccc(NC(=O)c2cc(S(=O)(=O)N3CCc4ccccc43)ccc2F)cc1Cl	-5	-5
O=C(c1ccccc1)N1CCN(c2cc(Oc3ccccc3)ncn2)CC1	-4	-3
Cc1csc2ncnc(SCC(=O)NNS(=O)(=O)c3cc(C(F)(F)F)cc(C(F)(F)F)c3)c12	7	.

Reformatted: results already given.
The line under a structure holds: Pf apPOL block, mHTT-CaM PPI inh
COc1ccc(N2CCN3c4ccccc4CC(C(=O)NCC4CC4)C3C2)cc1 (configuration not stated)
  -5, 18
CCCCNC(=O)CC1N=C2c3ccccc3N=C(SCC(=O)Nc3cccc(C)c3)N2C1=O (configuration not stated)
  3, 30

Going on with the list.
compound	Pf apPOL block	mHTT-CaM PPI inh
CCN(CC)S(=O)(=O)c1ccc2oc(C(=O)NCCCN3CCOCC3)c(C)c2c1	-7	13
CC1CN=C2C=C(N3CCN(C(=O)c4ccco4)CC3)N=CN21 (configuration not stated)	-3	5
CCCCC(=O)N1CCc2c(nc3cc(-c4ccccc4Cl)[nH]n3c2=O)C1	43	26
Cn1c(NCCO)nc2ccccc21	2	-4
COc1cc(C2C(C#N)=C(SCc3ccccc3)NC3=C2C(=O)CCC3)ccc1O (configuration not stated)	-10	12
O=c1/c(=C/c2ccc(Br)cc2)sc2nc(-c3ccccc3)nn12	-6	-5
Cc1cnc(NC(=O)c2c(O)c3cccc4c3n(c2=O)CC4)s1	0	-5
CCc1ccc(NC(=O)c2ccc(N(Cc3ccccc3)S(C)(=O)=O)cc2)cc1	-11	-4
CC(C)(C)c1cc(C(=O)CCN2CCOCC2)cc(C(C)(C)C)c1O	-5	5
C=CCn1c(=N)c(C(=O)N2CCN(C)CC2)cc2c(=O)n3cccc(C)c3nc21	-12	0
COc1cccc(C2=N/C(=C\c3coc4c(Cl)cc(Cl)cc4c3=O)C(=O)O2)c1	-1	7
O=[N+]([O-])c1ccc(NCCNS(=O)(=O)c2ccc(Cl)c(Cl)c2)cc1	-5	33
CCC(=O)NC1=NC(=O)/C(=C/c2cn(C(=O)CC)nc2-c2ccccc2)S1	0	37
Cc1cc(C(C)(C)C)c(OC(=O)C(C)C)c(C(C)(C)C)c1	2	.
C[N+](C)(C)CCOC(=O)CCC(=O)OCC[N+](C)(C)C	7	.
Cc1cc(NC(=O)c2ccc3c(c2)n(C)c(=O)c2ccnn23)ccc1F	0	0
S=c1[nH]nc(C2c3ccccc3Oc3ccccc32)o1	48	.
Fc1ccc(-c2cc(C3CCNCC3)[nH]n2)cc1	-5	2
CCc1cc(C2CCCN2Cc2ccc(F)cc2)on1 (configuration not stated)	-4	-8
CN(CCNC(=O)CC(C(=O)N1CCc2ccccc21)n1ccnc1)Cc1ccccc1 (configuration not stated)	-42	2
Cc1ccc(N2C(=O)CSC2c2cccc(F)c2)cc1F (configuration not stated)	-8	-13
COC(=O)c1sccc1NN1C(=O)c2ccccc2C1=O	-3	.
COc1cccc(-c2nnc(-c3cc4cc(Br)ccc4oc3=O)o2)c1	-6	0
Cc1cccc(C2=N/C(=C\C=C\c3ccccc3)C(=O)O2)c1	7	2
COc1c(I)cc(Cl)c2cccnc12	-4	.
COc1ccc(Cl)cc1-c1nc(C=Nc2cccc([N+](=O)[O-])c2)c(O)o1	-4	2
COC(=O)c1ccccc1NC(=O)CN1C(=O)NC2(CCCCC2)C1=O	-2	-3
COc1ccc(C(O)=C2C(=O)C(=O)N(Cc3cccnc3)C2c2cccnc2)cc1C (configuration not stated)	-9	2
Cc1c(Cl)cccc1S(=O)(=O)Nc1ccc2c(c1)C(=O)NCC2	-11	-8
O=C(C1CC(c2ccc(F)cc2)=NO1)N1CCN(c2ccccc2)CC1 (configuration not stated)	-3	-4
CCCCc1c(C)nc(NN=C2CCCCC2)[nH]c1=O	.	-7
N#Cc1cccc(CN2CCCC(c3n[nH]c(C4CC4)n3)C2)c1 (configuration not stated)	1	-8
Cc1ccc(C(O)=C2C(=O)C(=O)N(Cc3cccnc3)C2c2ccccc2Cl)cc1 (configuration not stated)	-6	0
Nc1cc(-c2ccco2)[nH]n1	.	3
CCn1ccc2c(cc(C(=O)Nc3ccc(C)cc3)n2C)c1=O	-4	-1
O=C(CCCN1C(=O)c2ccccc2C1=O)NC1CCCC1	-9	0
O=C(Cc1cccs1)Nc1nnc(C2CC(=O)N(c3ccc(Cl)cc3)C2)o1 (configuration not stated)	-3	96*
COc1cc2c(cc1OC)C(C)N(S(=O)(=O)c1ccc(-c3ccccn3)s1)CC2 (configuration not stated)	-5	.
C[C@H]1[C@@H](OC(=O)NCCc2ccccc2)CC[C@@]23CCCN2C(=O)CCC[C@@H]13	-6	-7
CC1Cc2cc(-c3cc(COC(=O)C4CCN(S(C)(=O)=O)CC4)no3)ccc2O1 (configuration not stated)	2	-16
O=C(Nc1ccc(Cl)c(C(F)(F)F)c1)c1ccc(Br)o1	-7	-5
Cc1ccc(C=C2Oc3cc(OCC(=O)OC(C)(C)C)ccc3C2=O)o1	-2	24
CCOc1ccc2oc(-c3ccccc3)c(C(N)=O)c2c1	-10	0
COc1ccc(-c2ccc3nc(N4CCC(C(=O)N(C)C)CC4)sc3n2)cc1	2	18
CC(C)C(=O)N1CCCc2ccc(NC(=O)C(=O)NCc3ccsc3)cc21	-4	-11
COCCNC(=O)NCC1CCN(CCOC)CC1	-6	-18
CCOC(=O)c1cc(C)n(-c2ccc(-c3csnn3)cc2)c1C	-9&2	.
O=C(O)c1ccc2c(c1)C(=O)N(C(Cc1ccc(O)cc1)C(=O)O)C2=O (configuration not stated)	3	0
CN(C)c1ccc2sc(=S)[nH]c2c1	.	10
Cc1ccc(-c2cncnc2N)cc1	-8	.

Among those listed so far, 6 contain an aryl thioether with sulfur outside any ring:
compound	Pf apPOL block	mHTT-CaM PPI inh
C=CCSc1nnc2c(n1)OC1(Nc3ccccc3-2)C(=O)Nc2ccc(Cl)cc21 (configuration not stated)	-43	21
Cn1ccnc1Sc1nc(Nc2ccccc2)nc(Nc2ccccc2)n1	-2	36
Cc1ccc(C)c(C(C)Sc2ncccc2C(=O)O)c1 (configuration not stated)	1	.
CCN(CC)C(=O)CSc1nnc(-c2cccc(OC)c2)n1-c1ccccc1	-4	1
C=CCn1c(SCC(=O)O)nc2sc3c(c2c1=O)CCCC3	4	-6
Cc1csc2ncnc(SCC(=O)NNS(=O)(=O)c3cc(C(F)(F)F)cc(C(F)(F)F)c3)c12	7	.

Continuation:
compound	Pf apPOL block	mHTT-CaM PPI inh
CC(=O)NC1=NN(C(C)=O)C(c2cccc(OCc3ccccc3)c2)S1 (configuration not stated)	4	5
NC(=O)Cn1c(=O)c2cccn2c2ccccc21	-1	-3
Cc1cc(NC(=O)NC(=O)c2csnn2)no1	-2	.
CCN1CCn2cc(S(=O)(=O)N3CCN(c4cccc(C)c4)CC3)cc2C1=O	-3	5
CN1C(=O)CC(N2CCN(c3nc4ccccc4s3)CC2)C1=O (configuration not stated)	-3	2
Cc1cc(C)[n+]2c(c1C#N)SCC2C(Br)c1ccccc1 (configuration not stated)	-9	19
Cc1ccc(F)c(N2CCN(C(=O)C(C)C)C(C)C2=O)c1 (configuration not stated)	-2	-4
COc1cccc(C(=O)O[C@H]2[C@H](C)NS(=O)(=O)[C@H]3C[C@@H]4C=C[C@]23O4)c1	-2	25
O=C(c1csc(CN2CCN(c3ccccc3Cl)CC2)n1)N1CCOCC1	-3	13
O=C(NCCNC(=O)c1ccn[nH]1)c1ccn[nH]1	.	-7
CCN(CC)CCCNC(=O)C1CCCN(Cc2nc(-c3ccccc3C)oc2C)C1 (configuration not stated)	0	-6
Cc1nc(C)c(-c2ccc(=O)n(CCNC(=O)Cc3noc4ccccc34)n2)s1	-4	-8
Cc1ccccc1NC(=O)Cn1ccc2c(=O)[nH]ccc21	47	6
COc1ccc(Cl)cc1C(=O)NCCc1ccc(F)cc1	7	-23
COc1ccc(O)c(CN2CCCC(C)C2)c1 (configuration not stated)	3	3
NC(=O)NN=Cc1ccc(-c2ccc(C(F)(F)F)cc2[N+](=O)[O-])o1	-3	.

Part of the list above, set out differently:
Each structure is followed by: Pf apPOL block | mHTT-CaM PPI inh
> Cc1ccc(F)c(N2CCN(C(=O)C(C)C)C(C)C2=O)c1 (configuration not stated)
→ -2 | -4
> Cc1cc(C)[n+]2c(c1C#N)SCC2C(Br)c1ccccc1 (configuration not stated)
→ -9 | 19
